High-throughput results from PubChem BioAssay.
N370S GC: qHTS Assay for Inhibitors and Activators of N370S glucocerebrosidase as a Potential Chaperone Treatment of Gaucher Disease. Lysosomal acid glucosylceramidase (Homo sapiens), P04062. N370S GC spleen homogenate, 4MU-glucoside fluorescence. Potency, µM (titrated, usually from 59.4 µM), without a hit: top-dose activity change, negative = inhibition, actives largely listed as inhibitors. 0.092% of 330,000 active;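 note: 0% = full enzyme activity and -100% = no enzyme basal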
FEN1 inh: qHTS Assay for the Inhibitors of Human Flap endonuclease 1 (FEN1); Potency, µM (titrated, usually from 114 µM), for inactives: top-dose activity change, negative = inhibition, usual class: inhibitors; 0.35% of 390,000 active; Recombinant FEN1 flap cleavage, fluorescence, 15 min; note: nearly all actives have a fitted effect of over 65% in size
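Compounds are tested as a concentration series against 10 nM FEN1; after a 15 min room-temperature preincubation, 50 nM substrate starts cleavage, with plate reads at 0 and 15 min. Normalized responses are fitted by a Hill equation.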
GCN5L2 inh: qHTS Assay for Inhibitors of GCN5L2. 0.21% of 390,000 active. GCN5L2 HAT assay, ThioGlo1 CoA-SH fluorescence. Histone acetyltransferase KAT2A (Homo sapiens), Q92830. Potency, µM (series often up to 58.9 µM), inactives show top-dose activity change, negative = inhibition, usual class: inhibitors
Target sequence (Q92830 whole entry, looked up): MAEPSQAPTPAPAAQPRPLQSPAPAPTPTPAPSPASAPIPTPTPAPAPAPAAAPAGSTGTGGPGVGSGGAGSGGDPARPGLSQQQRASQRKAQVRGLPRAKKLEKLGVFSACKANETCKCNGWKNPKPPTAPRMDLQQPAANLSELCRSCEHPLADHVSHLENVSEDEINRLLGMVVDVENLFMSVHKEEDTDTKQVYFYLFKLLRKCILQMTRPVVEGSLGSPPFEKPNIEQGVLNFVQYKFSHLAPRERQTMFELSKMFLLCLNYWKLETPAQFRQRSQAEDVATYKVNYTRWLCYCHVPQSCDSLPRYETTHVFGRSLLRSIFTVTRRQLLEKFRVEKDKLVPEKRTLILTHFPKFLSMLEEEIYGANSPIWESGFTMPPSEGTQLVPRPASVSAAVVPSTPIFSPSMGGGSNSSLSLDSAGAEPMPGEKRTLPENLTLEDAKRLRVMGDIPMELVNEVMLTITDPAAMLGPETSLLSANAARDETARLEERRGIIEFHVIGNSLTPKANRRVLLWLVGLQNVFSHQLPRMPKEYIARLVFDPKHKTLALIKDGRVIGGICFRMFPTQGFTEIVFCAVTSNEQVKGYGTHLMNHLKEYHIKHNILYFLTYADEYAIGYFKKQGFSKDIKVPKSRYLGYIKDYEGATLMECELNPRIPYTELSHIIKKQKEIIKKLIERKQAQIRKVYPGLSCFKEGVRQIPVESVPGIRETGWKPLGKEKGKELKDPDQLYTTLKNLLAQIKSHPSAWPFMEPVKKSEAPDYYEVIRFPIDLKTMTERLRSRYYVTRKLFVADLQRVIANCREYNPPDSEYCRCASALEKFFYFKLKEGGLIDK
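Titration-based screen in which CoA formation is detected via maleimide probe ThioGlo1 (50uM) turning fluorescent on thiol reaction; substrates H3(1-25) 75uM and acetyl-CoA 70uM, GCN5L2 20nM, 20 min incubation at room temperature.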
Starred values were filed as active, the others as inactive; ? = inconclusive; nt = no result given; [ ] = remark or other dose. Calls come from the whole dose curve; as a rule, active = well fitted curve in the direction sought with a large enough effect; inconclusive = small, poorly fitted or top-dose-only effect, or another doubt; inactive = no such curve, though single readings can be large; an effect the other way counts as inactive or inconclusive. Unless noted, % is set by controls: 0 for no effect and ±100 for the full control effect; potency is the fitted concentration of half-maximal effect.

Start of the listing, in advance, 13 compounds:
SMILES | N370S GC | FEN1 inh | GCN5L2 inh
COc1cc(/C=C/C(=O)Nc2ccc(N3CCCCC3)c(S(=O)(=O)Nc3ccccc3Cl)c2)cc(OC)c1OC | -3% | -2% | -13%
COc1ccc(OC)c(C(=O)NC(CC(N)=O)c2ccc(N3CCN(c4ccccn4)CC3)c([N+](=O)[O-])c2)c1 (stereo not drawn) | -1% | 3% | 1%
CCn1c2ccc(C)cc2c2nc3cc(C(=O)O)ccc3nc21 | 10% | ? | -1%
Cc1ccc(C(=O)CSc2nnc(COc3cc(C)cc(C)c3)o2)cc1 | -11% | -2% | -12%
O=C(COC(=O)c1ccc(O)cc1)NCCCc1ccccc1 | -9% | -4% | -8%
Cc1ccc2cccc(NC(=O)C(F)(F)F)c2n1 | 3% | -8% | 0%
O=C(COc1ccc2c(c1)CCC2)NCc1cccc(Cl)c1 | 7% | -12% | -7%
O=S(=O)(CCC1CCCCN1)c1ccccc1 (stereo not drawn) | -5% | 0% | -2%
COc1ccc(CNC(=O)CCS(=O)(=O)Cc2ccc(C)cc2)c(OC)c1 | -4% | -6% | 1%
O=C(NC(Cc1ccc2c(c1)OCO2)C(=O)NC(Cc1ccccc1)C(=O)O)c1ccccc1 (stereo not drawn) | 4% | 9% | -2%
COc1cc(/C=N/NC(=O)Cc2ccccc2)cc(OC)c1OC | -8% | -5% | -21%
CSc1ncc2c(n1)-c1ccccc1N(Cc1ccc(F)cc1)S2(=O)=O | nt | 29% | 0%
Fc1cnc(N2CCOCC2)nc1NCc1ccccc1 | -5% | -2% | -3%

The listing, repeating the preview:
SMILES | N370S GC | FEN1 inh | GCN5L2 inh
COc1cc(/C=C/C(=O)Nc2ccc(N3CCCCC3)c(S(=O)(=O)Nc3ccccc3Cl)c2)cc(OC)c1OC | -3% | -2% | -13%
COc1ccc(OC)c(C(=O)NC(CC(N)=O)c2ccc(N3CCN(c4ccccn4)CC3)c([N+](=O)[O-])c2)c1 (stereo not drawn) | -1% | 3% | 1%
CCn1c2ccc(C)cc2c2nc3cc(C(=O)O)ccc3nc21 | 10% | ? | -1%
Cc1ccc(C(=O)CSc2nnc(COc3cc(C)cc(C)c3)o2)cc1 | -11% | -2% | -12%
O=C(COC(=O)c1ccc(O)cc1)NCCCc1ccccc1 | -9% | -4% | -8%
Cc1ccc2cccc(NC(=O)C(F)(F)F)c2n1 | 3% | -8% | 0%
O=C(COc1ccc2c(c1)CCC2)NCc1cccc(Cl)c1 | 7% | -12% | -7%
O=S(=O)(CCC1CCCCN1)c1ccccc1 (stereo not drawn) | -5% | 0% | -2%
COc1ccc(CNC(=O)CCS(=O)(=O)Cc2ccc(C)cc2)c(OC)c1 | -4% | -6% | 1%
O=C(NC(Cc1ccc2c(c1)OCO2)C(=O)NC(Cc1ccccc1)C(=O)O)c1ccccc1 (stereo not drawn) | 4% | 9% | -2%
COc1cc(/C=N/NC(=O)Cc2ccccc2)cc(OC)c1OC | -8% | -5% | -21%
CSc1ncc2c(n1)-c1ccccc1N(Cc1ccc(F)cc1)S2(=O)=O | nt | 29% | 0%
Fc1cnc(N2CCOCC2)nc1NCc1ccccc1 | -5% | -2% | -3%
CCOC(=O)C1=CNS(=O)(=O)NC1c1cccc(O)c1 (stereo not drawn) | nt | -3% | -3%
COc1ccc2nc(NC(=O)C3CCCO3)sc2c1 (stereo not drawn) | -21% | 5% | -4%
O=C(CCNS(=O)(=O)c1ccc2c(c1)CCCC(=O)N2)Nc1cccc(Cl)c1 | nt | 3% | -2%
COC(=O)c1sc(N)c(C(=O)OC)c1COC(=O)CNS(=O)(=O)c1ccc(C)c(C)c1 | 5% | 1% | -2%
CCc1cccc(C)c1NC(=O)C(c1ccccc1)N1CCC1=O (stereo not drawn) | -2% | 11% | -7%
O=C(c1cc2ncc(Br)cn2n1)N1CCCCC1 | -17% | 32% | -6%
Cc1ccc(NC(=O)COC(=O)Cc2cccs2)cc1S(=O)(=O)N1CCOCC1 | -2% | -8% | -1%
COc1cccc(CN2C(=O)c3ccccc3Sc3ccc(C(=O)OCc4ccco4)cc32)c1 | nt | -6% | -6%
CCN1CCN(c2ccc(S(=O)(=O)N3CCCCC3)cc2NC(=O)Cc2c(Cl)cccc2Cl)CC1 | 4% | nt | -6%
Cc1ncc([N+](=O)[O-])n1CC(=O)N/N=C/c1ccc(F)cc1 | -5% | -7% | -2%
Cc1cccc(C(=O)N/N=C/c2ccc(OC3CSC3)cc2)c1 | -19% | 0% | 4%
COc1ccc(/C=N/Nc2nc(C)c([N+](=O)[O-])c(N(C)c3ccccc3)n2)cc1OC | 3% | 8% | -6%
NC(=O)C1CCN(c2cc(Cl)nc(N)n2)CC1 | -2% | 2% | -6%
Cc1nn(C)cc1S(=O)(=O)N1CCCCC1C (stereo not drawn) | 8% | -11% | -14%
CC1(C)C2CCC13CS(=O)(=O)N[C@@H]3C2 (stereo partly drawn) | 4% | -3% | -1%
CCSC1=C(C#N)C(c2ccc3c(c2)OCO3)C2=C(CCCC2=O)N1 (stereo not drawn) | 15% | -2% | 0%
COc1ccccc1NC(=O)CSc1nc2sc(C)c(C)c2c(=O)n1C | 16% | -17% | -9%
Fc1cc(Br)ccc1NC(=S)Nc1cccnc1 | -3% | -5% | 0%
COc1ccc(C(=O)C2CCN(C(=S)Nc3ccc(F)cc3)CC2)cc1 | -16% | 3% | -10%
COCc1c(C(=O)N/N=C\c2cccnc2)nnn1-c1nonc1N | 1% | -4% | 0%
O=C(CN1C(=O)NC2(CCc3ccccc32)C1=O)c1cccs1 (stereo not drawn) | nt | -3% | -3%
CCOc1ccc(N2C(=O)CC(N(O)c3ccccc3)C2=O)cc1 (stereo not drawn) | -13% | -13% | 0%
CCOC(=O)c1nc(C)n(-c2ccc([N+](=O)[O-])cc2)n1 | -6% | -13% | 2%
COc1ccc(CCNC(=O)CSc2cn(CCNC(=O)c3cccc(C(F)(F)F)c3)c3ccccc23)cc1OC | nt | -3% | -8%
C=CCn1c(C2CC2)n[nH]c1=S | 0% | -14% | 20%
Cc1ccn2c(=O)c(C(=O)O)cnc2c1 | 6% | 4% | -2%
CCN(CC(=O)NCc1ccc(Cl)cc1)C(=O)NCc1ccc(Cl)cc1 | -7% | 1% | 1%
Cc1cccc(NS(=O)(=O)c2ccc3[nH]c(=O)ccc3c2)c1C | nt | 16% | 1%
Cc1cccc(NC(=O)c2cc(-c3ccc(C)s3)nc3ccccc23)n1 | 14% | -18% | -27%
C=CCn1c(Cc2csc(N)n2)nnc1SCC(=O)Nc1ccc(C(=O)OCC)cc1 | 8% | 0% | -17%
Cc1ccc(CSc2nc3[nH]ncc3c(=O)[nH]2)cc1 | 5% | -4% | -3%
CCn1ccnc1CN(C)Cc1nc(-c2ccc3c(c2)OCO3)no1 | -20% | -1% | -26%
C=CCN1CCN(C(c2cc(OC)ccc2OC)c2nnnn2CC2CCCO2)CC1 (stereo not drawn) | -5% | 11% | -12%
COc1cc(OC)c(OC)cc1/C=C(\C#N)C(=O)NCc1cccs1 | 8% | 2% | -3%
CCN1CCN(CCCNC(=O)c2cnn(-c3ccc(C)cc3)c2C2CCN(C(=O)OC(C)(C)C)CC2)CC1 | nt | 4% | 21%

An excerpt from above with just GCN5L2 inh and FEN1 inh:
compound,GCN5L2 inh,FEN1 inh
CCN(CC(=O)NCc1ccc(Cl)cc1)C(=O)NCc1ccc(Cl)cc1,1%,1%
Cc1cccc(NS(=O)(=O)c2ccc3[nH]c(=O)ccc3c2)c1C,1%,16%

(more compounds)
SMILES | N370S GC | FEN1 inh | GCN5L2 inh
CC(=O)c1ccccc1OCc1ccc(C(=O)c2ccccc2)cc1 | 3% | 10% | -9%
CC1C(=O)N2CCCc3cc(NS(=O)(=O)c4ccccc4)cc1c32 (stereo not drawn) | -13% | 4% | -2%
O=C(COC(=O)c1cc(Br)ccc1O)NC12CC3CC(CC(C3)C1)C2 | nt | 15% | -1%
COc1ccc(NC(=O)C2CC(c3ccc(Cl)cc3)=NO2)cc1 (stereo not drawn) | 0% | -2% | 1%
Cn1ccnc1SCC(=O)c1ccc(C#N)cc1 | 0% | -9% | -5%
COc1ccc(CNC(=O)CCNS(=O)(=O)c2ccc(Br)s2)cc1 | 0% | -6% | -18%
COc1cccc(-c2nnc(SCC(=O)N3CCCC3=O)n2-c2ccccc2)c1 | -4% | 6% | -5%
O=C(COC(=O)c1ncc(Cl)c(Cl)c1Cl)Nc1ccc(Cl)cn1 | -1% | -3% | -6%
O=C(Nc1ccon1)c1cccc(Cl)c1 | 1% | 0% | 9%
Cc1ccc2cc([N+](=O)[O-])ccc2n1 | -15% | -2% | -1%
CCc1ccc2[nH]c(=O)c(CN(Cc3ccc(OC)cc3)Cc3nnnn3CCOC)cc2c1 | -5% | -11% | -6%
CC(C)CNC(=O)C1c2ccccc2Oc2ccccc21 | -4% | 9% | -5%
COc1ccc(C2(C)NC(=O)NC2=O)cc1OC (stereo not drawn) | -2% | 0% | 1%
Cc1cc2cc(CN(CC3CCCO3)C(=O)c3cnccn3)c(=O)[nH]c2cc1C (stereo not drawn) | 6% | -2% | -14%
COc1cc(/C=C/C(=O)OCC(=O)NCc2ccc3c(c2)OCO3)cc(OC)c1OC | nt | 7% | -1%
CCOC(=O)c1ccc(NC(=O)c2nccnc2C(=O)O)cc1 | 3% | 14% | -9%
COc1cccc(C(=O)N(Cc2cccc(F)c2)C2CCS(=O)(=O)C2)c1 (stereo not drawn) | nt | -1% | -2%
COc1ccc(CC(=O)NCc2ccc3c(c2)cc(C)n3C)cc1OC | 4% | -10% | -1%
CC1(c2nnc(-c3ccc(Cl)cc3)o2)CC(c2ccc(Cl)cc2)=NO1 (stereo not drawn) | 5% | -16% | 1%
COc1ccc(S(=O)(=O)N2CCCOC2CNC(=O)C(=O)NCCc2ccco2)cc1 (stereo not drawn) | 2% | -4% | -5%
COc1ccccc1C(=O)Nc1ccc(OCC(=O)N2C(C)CCCC2C)cc1 (stereo not drawn) | nt | -1% | 2%
Cc1nn(-c2ccccn2)c2c1C(c1ccncc1)C1=C(CC(C)(C)CC1=O)N2 (stereo not drawn) | 18% | 1% | -7%
CN(C)S(=O)(=O)N1CCC(n2nccc2NC(=O)CCCc2ccccc2)CC1 | -14% | -1% | -5%
O=C(NCCN1CCOCC1)c1ccc2c(c1)N(Cc1ccc(Cl)cc1)CCS2 | 6% | 0% | -17%
Cc1sc(NC(=O)c2ccc3ncsc3c2)c(C(N)=O)c1C | -5% | 8% | -4%
O=C(N/N=C/c1ccc(-c2ccccc2)o1)c1ccccc1O | -19% | -18% | -24%
O=C(OCc1nc2ccc(Cl)cc2n1CCO)c1ccccc1 | 1% | -10% | -2%
CCn1cc(C(=O)NC(C)C)c(=O)c2cc(F)c(N3CCN(C(=O)c4ccco4)CC3)cc21 | 5% | 14% | -3%
COc1ccc([N+](=O)[O-])cc1NC(=O)c1ccc(-n2nc(C)cc2C)cc1 | -3% | -6% | 1%
CCOc1ccccc1NC(=O)c1ccc2c(c1)CCCN2S(C)(=O)=O | nt | 12% | -3%
C=CCn1c(-c2cc(Cl)ccc2OC)n[nH]c1=S | 10% | -1% | 0%
O=C(NC(=S)Nc1ccc(Br)cc1)C1CCCCC1 | 11% | 17% | -2%
O=C(CSc1nnc(-c2ccc(S(=O)(=O)N3CCCC3)cc2)n1CC1CCCO1)NC1CC1 (stereo not drawn) | -1% | 8% | ?
O=S(=O)(NC1CCCCC1N1CCN(c2cccc(Cl)c2)CC1)c1ccccc1 (stereo not drawn) | -3% | 0% | -6%
COc1cccc(-c2ncc3ccccc3c2COC(=O)c2ccc(F)cc2)c1 | nt | -20% | -8%
COc1ccc(OC)c(C2=NOC(C(=O)Nc3cccnc3)C2)c1 (stereo not drawn) | 18% | 3% | 0%
COC(=O)c1cn(-c2cccc(C)n2)cn1 | 6% | 2% | 0%
COc1ccc(OC)c(CNC(=O)c2ccccc2NC(=O)c2nsc3ccccc23)c1 | nt | 3% | -5%
Cc1ccc2[nH]c(CSc3ccccc3)cc(=O)c2c1 | -5% | 12% | 3%
COc1cc2c(cc1OC)[C@H](C)N(C(=O)COc1ccccc1)CC2 | 1% | 15% | -6%
Nc1cccc2c1C(=O)N(C(=O)/C=C/c1cccc(Br)c1)C2=O | 24% | -9% | -18%
Cc1sc(NC(=O)c2ccco2)c(CN2CCN(c3ccc(F)cc3)CC2)c1C | 7% | -23% | -1%[0.501 µM]
Cn1c(SCCC#N)nnc1-c1ccccc1F | 3% | 0% | -14%
COc1ccc(C(=O)n2cc(C(C)=O)c3ccccc32)cc1 | -3% | 1% | -11%
C/C=C(/C)C(=O)OC1CC(C)(C)C[C@H]2C3=CC[C@@H]4[C@@]5(C)CCC(O[C@@H]6O[C@@H](C(=O)O)[C@@H](O)C(O[C@@H]7OC[C@H](O)[C@@H](O)[C@@H]7O[C@@H]7OC(CO)C(O)[C@@H](O)[C@@H]7O)C6O[C@@H]6OC(CO)C(O)C(O)C6O)[C@@](C)(CO)[C@@H]5CC[C@]4(C)[C@]3(C)CC(O)[C@@]12CO (stereo partly drawn) | nt | 14% | -2%
Nc1nnc(SCC(=O)Nc2cccnc2Cl)s1 | -4% | 1% | -7%
